High-throughput results: PubChem BioAssay, several laboratories
TMEM16A act – activates or potentiates the mouse TMEM16A chloride channel | Q8BHY3 | HEK293 TMEM16A/YFP-H148Q/I152L, iodide quench fluorescence; active compounds read low | B-score at 10 µM | hit rate 0.3% among 340,000 | AID 623877;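 active means fluorescence-ratio B-score plate-corrected deviation score at least 3 library SD below zero, with starting fluorescence score within 5 deviations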;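 further: channel opened by trigger with iodide after compound preincubation; score built on the fluorescence ratio of max minus min over baseline; more negative score means more quench and so TMEM16A activation or potentiation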
SKKanGAS inh – blocks kanamycin growth of S. pyogenes SKKanGAS strain; BacTiter-Glo, 6 h; inhibition, % at 7.5 µM; hit rate 1.3% among 300,000; AID 1662;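 active means mean replicate score, as percent of positive control median, at least 50; inconclusive means mean below 50 but one replicate at or above 50; inactive means mean and every replicate below 50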;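 further: strain carries kanamycin resistance gene driven by streptokinase promoter and grows in 40 µg/ml kanamycin; loss of luminescence reflects streptokinase promoter inhibition or plain growth inhibition; 0% = median of DMSO wells and 100% = positive control at its reference dose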
KCNQ1 inh – blocks the human KCNQ1 potassium channel; AID 2642; B-score at 10 µM; P51787; CHO-K1 KCNQ1, FluxOR thallium flux fluorescence; active compounds read high; hit rate 1.3% among 310,000;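 active means compounds whose thallium flux B-score, printed positive for inhibition, exceeds three library SD while starting fluorescence stays within three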;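 further: channel opened by potassium depolarization with thallium stimulus after 20 min compound exposure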
Target sequence (P51787 whole entry, looked up): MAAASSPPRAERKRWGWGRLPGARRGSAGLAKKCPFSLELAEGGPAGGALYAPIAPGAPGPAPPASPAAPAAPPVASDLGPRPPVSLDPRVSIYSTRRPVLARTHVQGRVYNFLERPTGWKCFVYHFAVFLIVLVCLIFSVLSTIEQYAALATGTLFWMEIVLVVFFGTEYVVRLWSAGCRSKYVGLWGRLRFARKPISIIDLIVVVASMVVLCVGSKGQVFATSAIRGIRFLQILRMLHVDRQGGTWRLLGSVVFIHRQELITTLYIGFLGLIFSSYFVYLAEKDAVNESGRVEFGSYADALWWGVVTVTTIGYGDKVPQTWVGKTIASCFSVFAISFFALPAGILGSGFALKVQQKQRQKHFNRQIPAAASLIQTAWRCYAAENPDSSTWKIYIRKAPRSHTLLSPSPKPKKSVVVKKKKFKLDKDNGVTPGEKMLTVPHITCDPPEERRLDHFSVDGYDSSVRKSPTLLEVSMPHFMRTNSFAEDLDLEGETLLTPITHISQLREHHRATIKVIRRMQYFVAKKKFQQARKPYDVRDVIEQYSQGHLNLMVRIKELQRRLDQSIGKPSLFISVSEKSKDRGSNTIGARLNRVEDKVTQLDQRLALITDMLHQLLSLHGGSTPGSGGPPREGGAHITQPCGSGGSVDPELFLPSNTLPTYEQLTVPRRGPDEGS
HDAC3 inh – blocks human histone deacetylase 3 | inhibition, % at 8.3 µM | recombinant HDAC3, fluorogenic peptide/trypsin coupled, fluorescence | O15379 | hit rate 0.15% among 320,000 | AID 2718; in the data active means inhibition above about 26%, passing the limit was not always enough; inconclusive means no clear call, values can overlap the other calls
RGS4 inh – human RGS4 inhibition. P49798. HEK293 M3R/RGS4 inducible, Fluo-4 calcium flux; active compounds read high; triggered by carbachol at its EC20. B-score at 10 µM. hit rate 0.45% among 310,000;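 active means B-score, a plate-corrected calcium signal, over three deviations above library mean, with baseline fluorescence within five deviations of library mean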;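 further: RGS4 expression induced by doxycycline in cells with stable M3 receptor; B-score is computed from the integrated fluorescence ratio over baseline after carbachol; higher B-score means a larger calcium signal and so more RGS4 inhibition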
Target sequence (P49798 whole entry, looked up): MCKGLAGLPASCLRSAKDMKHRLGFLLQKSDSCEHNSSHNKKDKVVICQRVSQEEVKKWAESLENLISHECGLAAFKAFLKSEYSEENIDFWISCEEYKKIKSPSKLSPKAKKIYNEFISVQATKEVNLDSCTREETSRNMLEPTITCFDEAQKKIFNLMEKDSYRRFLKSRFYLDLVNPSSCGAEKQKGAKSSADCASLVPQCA
hERG protect – hERG (human) protection from proarrhythmic block; Q12809; CHO-hERG, FluxOR thallium flux, dofetilide IC70 present; activation (rescue from dofetilide block), less the hit threshold, % at 10 µM; hit rate 0.51% among 310,000; AID 1511;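 active means activation above the mean of controls blocked by dofetilide plus 5 SD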;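 further: thallium influx through hERG after potassium depolarization seen as dye fluorescence rise; in these data hits start at about 4.7%; inactives centre near -7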
KCNK3 inh – human KCNK3 channel inhibition, primary screen | AID 602410 | hit rate 0.84% among 340,000 | B-score at 10 µM | O14649 | CHO-KCNK3 thallium flux, FluxOR fluorescence; active compounds read low;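 active means B-score under library mean minus 4 SD, starting fluorescence ratio at most library mean plus 5 SD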;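 further: more negative B-score means stronger inhibition of thallium flux through KCNK3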
RGS4 pot – RGS4 potentiation or activation; AID 463111; B-score at 10 µM; hit rate 0.92% among 310,000; HEK293 M3R/inducible RGS4, carbachol calcium flux Fluo4; active compounds read low;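 active means B-score of the integrated calcium signal more than 4 SD below the library mean, with starting fluorescence not abnormally high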;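 further: negative B-score means reduced calcium response which marks RGS4 activation or potentiation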
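Material: Inducible-RGS4 HEK293 cells carrying M3 receptor; also added: carbachol at ECmax as muscarinic agonist stimulus; incubation: compound preincubation 20 min at room temperature before agonist; signal: Fluo4-AM (2 µM) calcium-flux fluorescence, kinetic read; measure: integrated calcium ratio converted to B score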
KCNK9 inh – human KCNK9 channel inhibition; Q9NPC2; B-score at 10 µM; hit rate 1.2% among 310,000; HEK293 KCNK9, FluxOR thallium flux fluorescence; active compounds read low;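 active means ratio B-score over 3 SD below the library mean, with starting fluorescence within 5 SD of its mean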;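 further: negative B-score means less thallium flux so channel inhibition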
ANO1 block – inhibitors of mouse TMEM16A calcium-activated chloride channel. Q8BHY3. HEK293 TMEM16A/YFP iodide influx fluorescence, ionomycin. normalized B-score (activity score, 25-100; higher = stronger inhibition) at 10 µM. hit rate 1.2% among 310,000. AID 588511;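 active means ratio plate-corrected score three or more library SD toward inhibition, starting fluorescence score within five deviations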;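 further: score derived from kinetic fluorescence span divided by baseline fluorescence per well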
KCNQ1 act – potentiates or activates the human KCNQ1 potassium channel; P51787; CHO-K1 KCNQ1, thallium flux FluxOR fluorescence; active compounds read high; B-score at 10 µM; hit rate 0.35% among 310,000; AID 2648;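 active means fluorescence ratio B-score, a plate-corrected score, at least three library SD, with initial intensity B-score within 5 SD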
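Assay system: CHO-K1 cells stably expressing KCNQ1; Medium: assay buffer with matched DMSO; Also added: K+/Tl+ depolarizing stimulus; Dosing: single dose; Timing: dye 90 min, compound 20 min, room temperature; Measured by: kinetic FluxOR thallium fluorescence, 10-s 1-Hz baseline, 110-s post-stimulus read; Read-out: peak-minus-minimum fluorescence over initial fluorescence, negative-control normalized, B-scored.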
* hit, by the source's call; i = inactive; ? = inconclusive; nt = no result given.

Sequence of screens – RGS4 inh	KCNQ1 inh	SKKanGAS inh	KCNK9 inh	TMEM16A act	HDAC3 inh	ANO1 block	KCNQ1 act	KCNK3 inh	hERG protect	RGS4 pot
CCCCCOC(=O)Cc1c(O)c2ccccc2[nH]c1=O
 : i	i	1	i	i	1	i	i	i	-8	i
COC(=O)c1cc(C(=O)Nc2ccc(C)cn2)cc([N+](=O)[O-])c1
 : i	i	-12	i	i	-4	i	i	i	-10	i
CC(=O)N(C1=C(N)C(=O)c2ccccc2C1=O)c1ccccc1
 : i	i	-2	i	i	5	i	i	i	1	i
CC1CCN(CC(=O)Nc2cccc([N+](=O)[O-])c2)CC1
 : i	i	0	i	i	-4	25*	i	i	-10	i
Cc1ccc(O)c(CP(=O)(c2ccccc2)c2ccccc2)c1
 : i	i	-11	i	i	1	i	i	i	-7	i
COCCCNC(=O)c1cn(CC(C)C)c(=O)c2c1c1ccccc1n2C
 : i	i	4	i	i	-11	i	i	i	-13	i
COc1ccc(CCNC(=O)CCc2nnc(Cc3ccc4c(c3)OCO4)o2)c(OC)c1
 : i	i	-2	i	i	-1	i	i	i	-12	i
Cc1cc(Cl)ccc1OC(C)C(=O)Nc1ccc(S(=O)(=O)N2CCOCC2)cc1 (stereo not given)
 : i	i	-3	i	i	6	i	i	i	-5	i
Cc1oc2ccc(O)cc2c1C(=O)c1ccccc1
 : i	i	-3	i	i	-2	i	i	i	-10	i
CCC1(C)Cc2ccccc2-c2nc3n(c(=O)c21)CC(C(=O)O)S3 (stereo not given)
 : i	i	-1	i	i	-2	i	i	i	-5	i
C=CCOC(=O)C1=C(C)N=C2SCCC(=O)N2C1c1ccc(OC(=O)c2ccco2)cc1 (stereo not given)
 : i	i	0	i	i	3	i	i	i	-5	i
Brc1ccc2nc(N3CCN(c4ccccc4)CC3)sc2c1
 : i	i	-3	i	i	0	i	i	i	-9	i
COc1ccccc1C(=O)N/C(=C\c1ccc(Br)cc1)C(=O)NCCCO
 : i	i	-3	i	i	4	i	i	i	-10	i
CCc1ccccc1NC(=O)c1nnn(CC(=O)Nc2cccc(C)c2)c1N
 : i	i	8	i	i	-4	i	i	i	-3	i
CCOC(=O)C1CCN(S(=O)(=O)c2ccc3oc(=O)ccc3c2)CC1
 : i	i	-9	i	i	-10	i	i	i	-7	i

Part of the list above in order of count of non-hydrogen atoms, smallest number first.
Sequence of screens – RGS4 inh	KCNQ1 inh	SKKanGAS inh	KCNK9 inh	TMEM16A act	HDAC3 inh	ANO1 block	KCNQ1 act	KCNK3 inh	hERG protect	RGS4 pot
CC1CCN(CC(=O)Nc2cccc([N+](=O)[O-])c2)CC1
 : i	i	0	i	i	-4	25*	i	i	-10	i
COC(=O)c1cc(C(=O)Nc2ccc(C)cn2)cc([N+](=O)[O-])c1
 : i	i	-12	i	i	-4	i	i	i	-10	i
Cc1cc(Cl)ccc1OC(C)C(=O)Nc1ccc(S(=O)(=O)N2CCOCC2)cc1 (stereo not given)
 : i	i	-3	i	i	6	i	i	i	-5	i

Back to the main list with the six entries that preceded the break.
Sequence of screens – RGS4 inh	KCNQ1 inh	SKKanGAS inh	KCNK9 inh	TMEM16A act	HDAC3 inh	ANO1 block	KCNQ1 act	KCNK3 inh	hERG protect	RGS4 pot
CCC1(C)Cc2ccccc2-c2nc3n(c(=O)c21)CC(C(=O)O)S3 (stereo not given)
 : i	i	-1	i	i	-2	i	i	i	-5	i
C=CCOC(=O)C1=C(C)N=C2SCCC(=O)N2C1c1ccc(OC(=O)c2ccco2)cc1 (stereo not given)
 : i	i	0	i	i	3	i	i	i	-5	i
Brc1ccc2nc(N3CCN(c4ccccc4)CC3)sc2c1
 : i	i	-3	i	i	0	i	i	i	-9	i
COc1ccccc1C(=O)N/C(=C\c1ccc(Br)cc1)C(=O)NCCCO
 : i	i	-3	i	i	4	i	i	i	-10	i
CCc1ccccc1NC(=O)c1nnn(CC(=O)Nc2cccc(C)c2)c1N
 : i	i	8	i	i	-4	i	i	i	-3	i
CCOC(=O)C1CCN(S(=O)(=O)c2ccc3oc(=O)ccc3c2)CC1
 : i	i	-9	i	i	-10	i	i	i	-7	i
O=C1NC(=S)N/C1=C/c1cc([N+](=O)[O-])ccc1N1CCOCC1
 : i	i	-6	i	i	?	i	i	i	-14	i
COc1ccc(NC(=O)N(Cc2cc3cc(C)ccc3[nH]c2=O)CC2CCCO2)cc1 (stereo not given)
 : i	i	-9	i	i	4	i	i	i	-14	i
CCC(=O)c1ccc(OCC(O)CN2CC(C)OC(C)C2)cc1 (stereo not given)
 : i	i	-9	i	i	13	i	i	i	-9	i
CCn1ncc(C2=NOC(C(=O)Nc3cnn(C45CC6CC(CC(C6)C4)C5)c3)C2)c1C (stereo not given)
 : i	i	-7	i	i	2	i	i	i	-16	i
COC(C[C@H](O)[C@H](C)[C@@H](O)COCc1ccccc1)OC
 : i	i	-3	i	i	nt	nt	i	i	-4	i
CC1(NC(=O)NCc2ccccc2)CCS(=O)(=O)C1 (stereo not given)
 : i	i	0	i	i	3	i	i	i	-13	i
CC(=O)c1cccc(N(C(=O)CNC(=O)c2ccco2)C(C(=O)NCC2CCCO2)c2ccccc2)c1 (stereo not given)
 : i	i	9	i	i	1	i	i	i	-4	i
O=C(CSc1ncn[nH]1)Nc1nc(-c2ccccc2)ns1
 : i	i	2	i	i	3	i	i	i	-10	i
Cc1c(N2C(=O)c3ccc4c5c(ccc(c35)C2=O)CC4)c(=O)n(-c2ccccc2)n1C
 : i	i	8	i	i	7	i	i	i	-8	i
Cc1cc(C)n2nc(C(=O)OCC(=O)NC(=O)c3ccccc3)nc2n1
 : i	i	-5	i	i	1	i	i	i	-11	i
Cc1cccc(OCCNc2ccc([N+](=O)[O-])cn2)c1
 : i	i	-5	i	i	3	i	i	i	-3	i
COc1ccc(C)cc1NC(=O)C1CCCN(S(=O)(=O)c2ccc3c(c2)CCCN3C(C)=O)C1 (stereo not given)
 : i	i	-1	i	i	-2	i	i	i	-10	i
Cc1cnc(CNC(=O)C2CCC(=O)N(CCc3ccc(Cl)cc3)C2)cn1 (stereo not given)
 : i	i	-2	i	i	nt	nt	i	i	-14	i
COc1ccc(Nc2c([N+](=O)[O-])ccc3c2=NC2(CCCCC2)N=3)cc1
 : i	i	5	i	i	0	i	i	i	-12	i
O=C(NCc1ccco1)NCC(F)(F)F
 : i	i	0	i	i	2	i	i	i	-2	i

Carrying on:
Sequence of screens – RGS4 inh	KCNQ1 inh	SKKanGAS inh	KCNK9 inh	TMEM16A act	HDAC3 inh	ANO1 block	KCNQ1 act	KCNK3 inh	hERG protect	RGS4 pot
CCC(=O)c1ccc(OCC(O)CNC(C)c2ccccc2)cc1 (stereo not given)
 : i	i	-3	i	i	5	i	i	i	-4	i
CC(C)OCCCN1CN(S(=O)(=O)c2cccc(Cl)c2)c2nc3ccccc3nc21
 : i	i	16	i	i	13	i	i	i	-5	i
Cc1nc(NC(=O)c2ccc3c(c2)OCO3)ccc1Br
 : i	i	-24	i	i	2	i	i	i	-15	i
CCOc1ccccc1C1NC(=O)NC(C)=C1C(=O)OC1CCCCC1 (stereo not given)
 : i	i	3	i	i	1	i	i	i	-4	i
COc1ccc(C)cc1S(=O)(=O)N(C)CC(=O)N1CCCCC1
 : i	i	3	i	i	-1	i	i	i	-10	i
O=C(COc1ccccc1)Nc1c2c(nn1-c1ccccc1)CS(=O)(=O)C2
 : i	i	11	i	i	4	i	i	i	-8	i
CCCN1CCC(NCC(C)c2ccccc2)CC1 (stereo not given)
 : i	i	0	i	i	-2	i	i	i	-5	i
CCOCCCNC(=O)/C(C#N)=C/c1cc(OC)c(O)c([N+](=O)[O-])c1
 : i	i	3	i	i	3	i	i	i	-3	i
Cc1ccc(CNC(=O)c2c(-c3ccccc3Cl)noc2C)cc1
 : i	i	4	i	i	4	i	i	i	-6	i
Cc1ccc(C(=O)CSc2nc3ccccc3o2)cc1
 : i	i	-4	i	i	-1	i	i	i	-4	i
CC1CCc2nc3ccccc3c(C(=O)OCC(=O)N(C)C3CCS(=O)(=O)C3)c2C1 (stereo not given)
 : i	i	2	i	i	2	i	i	i	-16	i
O=C(c1cc(-c2ccc(Cl)cc2)n[nH]1)N1CCc2ccccc2C1
 : i	i	11	i	i	1	i	i	i	-6	i
O=C(Cc1ccccc1)NCC(=O)OCC(=O)c1cccc([N+](=O)[O-])c1
 : i	i	6	i	i	-10	i	i	i	-5	i
CCN(Cc1ccccc1)C(=O)C1CCN(c2ncnc3c2nc2n3CCCCC2)CC1
 : i	i	-7	i	i	8	i	i	i	-13	i
NC(=O)COC(=O)CN1C(=O)C2CCCCC2C1=O (stereo not given)
 : i	i	-3	i	i	-6	i	i	i	-8	i

Going on with the list:
Sequence of screens – RGS4 inh	KCNQ1 inh	SKKanGAS inh	KCNK9 inh	TMEM16A act	HDAC3 inh	ANO1 block	KCNQ1 act	KCNK3 inh	hERG protect	RGS4 pot
COc1ccc(/C(N)=N/OC(=O)CSc2ccccc2)cc1OC
 : i	i	18	i	i	6	i	i	i	-9	i
CCN(CC)S(=O)(=O)c1ccc(NN=C2CCN(C(C)C)CC2)c([N+](=O)[O-])c1
 : i	i	-5	i	i	nt	i	i	i	-10	i
N#Cc1cc(O)c(-n2nnc3ccccc32)cc1C#N
 : i	i	-7	i	i	3	i	i	i	-9	i
CCOC(=O)N1CCN(C(=O)c2ccc3c(=O)n(CCc4ccccc4)c(=S)[nH]c3c2)CC1
 : i	i	44	i	i	-2	i	i	i	-7	i
CCN1C(=O)c2cccc3c(NC(=O)c4cccc(N5C(=O)CCC5=O)c4)ccc1c23
 : i	i	7	i	i	2	i	i	i	-2	i
CCC(=O)N1CCc2cc(Br)cc(S(=O)(=O)NCCN3CCCCC3C)c21 (stereo not given)
 : i	i	-3	i	i	1	i	i	i	-15	i
COc1cccc(COC(=O)c2ccc3c(=O)n4c(nc3c2)CCC4)c1OC
 : i	i	?	i	i	-1	i	i	i	-11	i
